Assay outcomes as filed in PubChem.
Pin1 inh – blocks the human prolyl isomerase Pin1; Q13526; Pin1 FP peptide displacement, HiFluor488, 10 min; Potency, µM (titrated, usually from 115 µM), for inactives: at the highest dose activity, negative = inhibition, actives largely listed as inhibitors; 0.009% of 390,000 active; AID 504891; active means well fitted inhibition curve with a large enough effect in the polarisation, with a control signal flat, not every such curve was filed as active; inconclusive means small, poorly fitted or top-dose-only effect, or effect the other way, or a change in a side signal; inactive means no such curve, though single readings can be large or run the other way; the % refers to the polarisation; further: on the % scale 0 is the no-effect control and ±100 the full control effect
GLS inh – inhibitors of human glutaminase (GLS). O94925. GLS enzymatic activity, qHTS titration. Potency, µM (titrated, usually from 45.5 µM), for the others: at the top dose activity change, negative = inhibition, usual class: inhibitors. 0.21% of 410,000 active. AID 624170; further: on the % scale 0 is the no-effect control and ±100 the full control effect
Target sequence (O94925 whole entry, looked up): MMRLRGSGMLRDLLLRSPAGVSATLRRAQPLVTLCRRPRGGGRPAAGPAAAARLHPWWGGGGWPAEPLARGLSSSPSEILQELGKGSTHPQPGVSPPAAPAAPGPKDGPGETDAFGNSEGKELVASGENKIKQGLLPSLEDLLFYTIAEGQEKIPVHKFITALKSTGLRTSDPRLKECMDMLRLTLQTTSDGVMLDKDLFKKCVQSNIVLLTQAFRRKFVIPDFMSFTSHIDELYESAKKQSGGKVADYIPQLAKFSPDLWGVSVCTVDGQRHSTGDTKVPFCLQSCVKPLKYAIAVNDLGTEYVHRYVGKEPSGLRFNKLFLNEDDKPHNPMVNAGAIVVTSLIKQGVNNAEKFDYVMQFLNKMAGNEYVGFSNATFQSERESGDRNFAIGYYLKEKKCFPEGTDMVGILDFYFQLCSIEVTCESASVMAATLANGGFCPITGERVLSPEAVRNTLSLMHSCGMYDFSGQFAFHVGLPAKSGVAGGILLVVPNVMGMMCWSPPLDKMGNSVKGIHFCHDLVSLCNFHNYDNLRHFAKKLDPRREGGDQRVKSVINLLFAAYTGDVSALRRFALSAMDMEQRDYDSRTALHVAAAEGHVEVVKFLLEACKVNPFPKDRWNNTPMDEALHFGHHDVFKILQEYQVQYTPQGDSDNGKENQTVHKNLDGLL
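Read-out is an Amplex red fluorescence increase coupled through glutamate oxidase and HRP, measured before and after 30 min room-temperature incubation. hKGA is in 45 mM KH2PO4 (pH 8.2) with 0.02% Tween-20; glutamine added as 1mM solution.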
PGK inhibitor – inhibitors of T. brucei phosphoglycerate kinase; P07378; PGK/GAPDH coupled, Kinase-Glo luminescence, 60 min; Potency, µM (top dose mostly 57.5 µM), inactives show at the highest dose activity change, negative = inhibition, most hits filed as inhibitors; 0.043% of 380,000 active; AID 602233; further: on the % scale 0 is the no-effect control and ±100 the full control effect; nearly all actives have a fitted effect of over 60% in size
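Luminescent ATP detection (Kinase-Glo Plus) follows a 60-minute room-temperature incubation, with wells lacking PGK as controls. Buffer: 100 mM TEA (pH 7.6), 5 mM MgCl2, 0.01% Tween-20. Coupling enzyme GAPDH (100 nM final) supplies unstable 1,3-BPG in-well.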
RGS4 inh – inhibitors of human regulator of G protein signaling 4; P49798; Transcreener GDP fluorescence polarization, RGS4-accelerated GTP hydrolysis; Potency, µM (series often up to 114 µM), inactives show top-dose activity change, negative = inhibition, actives largely listed as inhibitors; 0.039% of 390,000 active; AID 504845; further: on the % scale 0 is the no-effect control and ±100 the full control effect; nearly all actives have a fitted effect of over 75% in size; some results filed as inactive show a strong effect at the top dose
Target sequence (P49798 whole entry, looked up): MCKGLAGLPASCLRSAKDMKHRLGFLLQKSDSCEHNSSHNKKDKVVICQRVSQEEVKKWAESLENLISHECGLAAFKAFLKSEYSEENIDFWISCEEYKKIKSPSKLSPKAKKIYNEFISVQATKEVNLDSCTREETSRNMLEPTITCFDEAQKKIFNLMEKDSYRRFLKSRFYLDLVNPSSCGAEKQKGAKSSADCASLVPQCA
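MLSMR compounds (23 nl, pin-transferred) preincubated 10 min at room temperature with a 500nM (2x) first reagent, then RGS4 at 900nM (2x) plus Transcreener GDP mix added; fluorescence polarization (620/688 nm) read before and after 90 min at 30 °C.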
TrxR1 inh – rat TrxR1 inhibition; O89049; recombinant rTrxR1, NADPH fluorescence consumption, selenite substrate; Potency, µM (titrated, usually from 114 µM), without a hit: at the highest dose activity change, negative = inhibition, actives largely listed as inhibitors; 1% of 390,000 active; AID 588453; further: on the % scale 0 is the no-effect control and ±100 the full control effect; nearly all actives have a fitted effect of over 65% in size
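Rat TrxR1 (90 nM in the dispensed reagent) was pre-reduced with 400 uM NADPH for 5 min at room temperature, then incubated with compound for 15 min. After 400 uM selenite was added, NADPH fluorescence (Ex 340/Em 450 nm) was followed for 8 min.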
JMJD2A Tudor inh – inhibitors of human JMJD2A Tudor domain. O75164. Potency, µM (top dose mostly 114 µM), for the others: top-dose activity change, negative = inhibition, most hits filed as inhibitors. AlphaScreen JMJD2A-Tudor / H3K4me3 peptide binding. AID 504339. 4.4% of 390,000 active; further: on the % scale 0 is the no-effect control and ±100 the full control effect; nearly all actives have a fitted effect of over 50% in size
HP1b chromo inh – blocks HP1-beta chromodomain binding to methylated histone tails; P83916; Potency, µM (highest dose often 114 µM), inactives show at the highest dose activity change, negative = inhibition, actives largely listed as inhibitors; 0.56% of 390,000 active; AlphaScreen HP1-beta / biotin-H3K9me3 peptide binding; further: nearly all actives have a fitted effect of over 70% in size; inactives centre near 23
Target sequence (P83916 whole entry, looked up): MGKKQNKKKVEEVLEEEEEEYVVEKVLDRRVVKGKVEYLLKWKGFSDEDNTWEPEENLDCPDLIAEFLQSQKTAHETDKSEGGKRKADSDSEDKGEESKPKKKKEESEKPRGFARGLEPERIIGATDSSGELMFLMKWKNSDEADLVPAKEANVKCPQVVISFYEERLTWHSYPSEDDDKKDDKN
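Compound inhibition of the preformed complex between 50 nM HP1-beta and 50 nM biotinylated H3K9me3 peptide was read by AlphaScreen. Buffer was PBS pH 7.4 with 0.01% Tween-20. Incubations ran 30 min at room temperature, with 10 ug/mL donor/acceptor beads.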
ALOX12 inh – ALOX12 (human) lipoxygenase inhibition. P18054. purified 12hLO, xylenol orange hydroperoxide absorbance. Potency, µM (top dose mostly 108 µM), for the others: at the top dose activity change, negative = inhibition, most hits filed as inhibitors. 1.1% of 580,000 active. AID 1671190; further: on the % scale 0 is the no-effect control and ±100 the full control effect
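Purified human 12hLO (150 nM final) in 25 mM Hepes, 0.01% Triton X-100, pH 7.0 was preincubated 15 min at room temperature with compound. Then 40 uM arachidonic acid was added, 30 min. Hydroperoxide was read by Fe-XO absorbance ratio 573/405 nm.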
ERG Ets-DNA blk – ERG Ets/DNA interaction inhibition; P11308; fluorescence polarization, His-ERG Ets domain / labelled DNA; Potency, µM (top dose mostly 76.9 µM), for inactives: at the highest dose FP activity, negative = inhibition, actives largely listed as inhibitors; 0.028% of 370,000 active; AID 624246; active means well fitted inhibition curve with a large enough effect in the polarisation, with a control signal flat; inconclusive means small, poorly fitted or top-dose-only effect, or effect the other way, or a change in a side signal; inactive means no such curve, though single readings can be large or run the other way; the % refers to the polarisation;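 further: polarization taken with two DNA probes labelled with fluorescein and Texas red; % of control where 0% means no effect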
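His-tagged ERG Ets domain (1 uM in the protein solution; 300mM KCl, 50mM Tris-HCl, 1mM EDTA, 1mM DTT, pH 7.5) received compound, then a probe mix of 5 nM fluorescein-DNA and 100nM Texas-615-DNA. Fluorescence polarization was read for both dyes.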
* hit, by the source's call; i = inactive; ? = inconclusive; . = not tested or not shown; [ ] = remark or other dose. Unless noted, the call rests on the fitted dose curve; in most records, active means well fitted curve in the direction sought with a large enough effect; inconclusive means small, poorly fitted or top-dose-only effect, or another doubt; inactive means no such curve, though single readings can be large; an effect the other way counts as inactive or inconclusive. Potency means the concentration at half of the fitted maximal effect. Not all compounds are listed; the hit share may differ from the screen's.

SMILES	Pin1 inh	GLS inh	PGK inhibitor	RGS4 inh	TrxR1 inh	JMJD2A Tudor inh	HP1b chromo inh	ALOX12 inh	ERG Ets-DNA blk
CCCCN=CC1=C(O)CC(c2ccccc2)CC1=O (centres undefined)	8%	4%	0%	13%	-6%[57.1 µM]	-2%	22%	2%	3%
C/C(=N/NC(=O)c1sc(NS(=O)(=O)c2ccccc2)nc1C)c1sc(N)nc1C	-11%	?	-19%	-4%	3%[57.1 µM]	?	10%	?	3%
CCC(CO)N=C1CC(C)(C)CC(=O)/C1=C(/O)CCCN1C(=O)c2ccccc2C1=O (centres undefined)	-22%	0%	0%	-1%	41%[activator]	-6%	37%	6%	22%
Cc1ccc(NC(=O)c2c(C)nc3sc(C(=O)NC4CCCC4)c(N)c3c2-c2ccco2)c(C)c1	?	-6%	-5%	-32%	-3%	-5%	39%[activator]	-28%	4%
CN1CCN(Cc2c(O)c(Cl)cc3c(-c4ccccc4)cc(=O)oc23)CC1	3%	36%[activator]	1%	-24%	-20%	-3%	79%[activator]	?	6%
COCCNC(=O)COc1ccccc1C	-2%	0%	-5%	28%	12%[57.1 µM]	-20%	40%[activator]	18%	-14%
Cc1cccc(/C(N)=N/OC(=O)c2ccco2)c1	-2%	5%	?	9%	-12%	19%	35%	-18%	-5%
O=C(Cc1cccc(F)c1F)NC1CCCN(Cc2ccc(Cl)cc2)C1 (centres undefined)	1%	-2%	5%	-12%	6%	-18%	21%	?	-2%
CCOCCCNS(=O)(=O)c1cc(Br)cc2c1N(C(=O)C1CC1)CC2	-1%	-7%	-5%	4%	20%	-2%	34%[activator]	0%	-8%
CCn1cc(C(=O)NCCO)c(=O)c2cc(F)c(N3CCN(C)CC3)cc21	5%	1%	-11%	4%	11%	-12%	18%	?	9%
CSc1cccc(NC(=O)C2CC(=O)N(Cc3ccccc3)C2)c1 (centres undefined)	2%	-1%	-3%	-19%	24%	-14%	38%	-6%	10%
C=CC1=CCN(S(=O)C(C)(C)C)[C@H]1CCO (some centres undefined)	1%	-1%	-2%	6%	?	-8%	61%[activator]	?	7%
CN1C(=O)C2(C(C#N)=C(N)N(c3ccc(Cl)cc3)C3=C2C(=O)CC(C)(C)C3)c2ccccc21 (centres undefined)	4%	12%	-10%	28%	-1%[57.1 µM]	-8%	12%	1%	0%
Nc1nc(=S)ss1	-5%	1%	13%	?	46%[57.1 µM]	-10%	?	?	5%
O=C(C[C@H]1C[C@H](C(=O)N2CCOCC2)[C@@]2(CCC3CCCC3)c3[nH]c4cc(-c5ccco5)ccc4c3CCN2C1=O)NCCCn1ccnc1	5%	-1%	2%	-40%	2%	56µM*	?	?	4%
COc1cc(COC(=O)Oc2ccc(CNC(C)=O)cc2OC)c([N+](=O)[O-])cc1OC	-2%	2%	-3%	9%	5%[57.1 µM]	-16%	19%	18%	8%
CCc1nnc(NC(=O)[C@@H](NC(=O)c2ccc(OC)cc2)C(C)C)s1	0%	-2%	i	-24%	24%[57.1 µM]	3%	25%	1%	-4%
O=C(O)C(Cc1cccs1)c1cccs1 (centres undefined)	0%	8%	-5%	-16%	4%[2.29 µM]	-3%	34%[57 µM]	-49%	15%
Nc1ncccc1OCc1ccc(Br)cc1	2%	6%	i	0%	31%[57.1 µM]	-28%	3%	0%	13%
O=C(c1ccc2c(c1)N(Cc1ccccc1F)C(=O)c1ccccc1S2=O)N1CCCCC1 (centres undefined)	3%	3%	8%	-1%	8%	-13%	35%	-23%	-10%
COc1cc2[nH]c(=O)c(C(=O)NCc3ccccc3Cl)c(O)c2cc1OC	2%	3%	3%	8%	15%[57.1 µM]	3%	22%	26%	7%
O=C(CN1CCCCCC1)Nc1ccccc1[N+](=O)[O-]	0%	6%	-3%	34%	19%[2.29 µM]	-28%	0%	-2%	-16%
CN1C[C@@H]2C(c3ccc(C(F)(F)F)cc3)C3(c4cccnc4)CC2(C3)[C@H]1c1ccccc1 (some centres undefined)	0%	5%	0%	13%	11%[57.1 µM]	?	-12%	?	8%
O=C1C2C3C=CC(C4CC34)C2C(=O)N1Cc1ccco1 (centres undefined)	1%	6%	-7%	11%	13%	-17%	11%	38%[activator]	-2%
CCCOc1ccc(C(=O)CCC(=O)Nc2ccc(N3CCN(C)CC3)cc2)cc1	-2%	23%	9%	-29%	14%	56µM*	-21%	0%	6%

Quoted from the listing.
Reading of `CCOCCCNS(=O)(=O)c1cc(Br)cc2c1N(C(=O)C1CC1)CC2` in JMJD2A Tudor inh: -2%
Reading of `CCC(CO)N=C1CC(C)(C)CC(=O)/C1=C(/O)CCCN1C(=O)c2ccccc2C1=O` (centres undefined) in GLS inh: 0%

Later entries
SMILES	Pin1 inh	GLS inh	PGK inhibitor	RGS4 inh	TrxR1 inh	JMJD2A Tudor inh	HP1b chromo inh	ALOX12 inh	ERG Ets-DNA blk
CCNc1nc(NC(C)(C)C)nc(N2CCCCC2)n1	-2%	0%	-9%	7%	2%	-6%	27%	-4%	?
Cc1ccc(C(=O)O/N=C(\N)c2nonc2N)cc1	9%	11%	?	5%	0%[57.1 µM]	-32%	26%	5%	13%
O=C(Cn1cc(C(=O)c2cccs2)c2ccccc21)Nc1ccc(Br)cc1	66%[activator]	-5%	-3%	1%	11%	-5%	9%	-30%	-6%
Cc1ccc2c(c1)N(CCC(=O)NCC1COc3ccccc3O1)C(=O)CO2 (centres undefined)	-3%	2%	1%	16%	-19%	-7%	18%	-1%	1%
O=C(c1ccco1)N(Cc1cccc(Cl)c1)C1CCS(=O)(=O)C1 (centres undefined)	-6%	-2%	2%	-12%[11.4 µM]	-11%	-11%	61%[activator]	12%	4%
CCn1c(O)c(N=NC(=O)CNC(=O)Cc2ccccc2)c2ccccc21	2%	-1%	3%	24%	-7%	-8%	47%[activator]	-10%	4%
COc1ccc2nc(NC(=O)c3ccc(NS(=O)(=O)c4cccs4)cc3)sc2c1	9%	7%	-13%	31%	-18%	-22%	4%	-6%	1%
COc1ccc(C2c3c(-c4ccccc4O)n[nH]c3C(=O)N2Cc2ccco2)cc1OC (centres undefined)	?	-13%	-7%	-14%	9%	?	-24%	10%	5%
c1cncc(-c2nn3c(Cn4nnc5ccccc54)nnc3s2)c1	-2%	0%	0%	-16%	-6%	-9%	-22%	?	0%
CCN1CCN(C(=O)/C=C/c2ccc([N+](=O)[O-])cc2)CC1	-9%	20%	i	13%	11%[57.1 µM]	-12%	15%	4%	14%
COc1ccc2[nH]c3c(=O)n(CCN4CCOCC4)cnc3c2c1	-6%	7%	i	0%	27%	-1%	1%	0%	-5%
O=C(O)c1ccc(NCc2nc3ccccc3n2Cc2ccccc2F)cc1	42%[activator]	8%	-4%	13%[11.4 µM]	14%	0%[11.4 µM]	60%[activator]	0%	-4%
CCn1c(CNC(=O)c2ccc(OC)c(OC)c2)nnc1SCC(=O)Nc1ccccc1	-9%	7%	-8%	20%	0%	-22%	24%	12%	14%
COc1ccc(CCNC(=O)c2ccc(Cl)cc2)cc1OC	1%	1%	-3%	15%	0%[57.1 µM]	1%	21%	0%	6%
COc1cccc(-c2nnc(-c3ccccc3[N+](=O)[O-])o2)c1	-1%	0%	-12%	-5%	-10%[57.1 µM]	-6%	-5%	35%[activator]	-4%
COc1cccc(-c2nnc(-c3ccccc3NC(=O)c3cccc(C(F)(F)F)c3)o2)c1	-1%	2%	7%	21%	30%[11.4 µM]	-4%	17%	13%	-11%
CCCc1cc(C(=O)N2CCCC(Cc3ccccc3C)(C(=O)OCC)C2)no1 (centres undefined)	-1%	-1%	0%	-11%	20%	6%	40%[activator]	-11%	-4%
CC(=O)N1CCOc2ccc(S(=O)(=O)N3CCC(C)CC3)cc21	-6%	-3%	-5%	0%[56.9 µM]	17%[57.1 µM]	-5%	55%[activator]	-3%	2%
CCOC(=O)c1c(C)[n+](-c2ccc(C)cc2)c(CC)c2cc(OC)c(OC)cc12	2%	-3%	-1%	-16%	-2%	-12%	85%[activator]	9%	-1%
Cc1ccc(/C(O)=C2/C(=O)C(=O)N(CCN3CCOCC3)C2c2cccnc2)cc1 (centres undefined)	0%	2%	i	-16%	-6%	89µM*	46%	-13%	1%
CC1=CC(C)C2(COC(=O)Nc3ccccc3)COC(C)C1C2C (centres undefined)	-3%	1%	-1%	-12%	31%[57.1 µM]	9%	67%[activator]	2%	-1%
COc1cc(NC(=O)CCN2CCN(Cc3ccccc3)CC2)cc(OC)c1	-1%	12%	-2%	-4%	-1%	-5%	13%	7%	-2%
Cc1ccccc1-n1nc(C)c2cc(C(=O)NCc3cccnc3)sc21	-1%	-12%	-12%	-8%	30%	-23%	15%	3%	-12%
Cc1noc(NS(=O)(=O)c2ccc(N/C=C/C(=O)c3ccc4c(c3)OCO4)cc2)c1C	?	36%[activator]	-8%	1%	?	-21%	12%	-10%	0%
COc1ccc(S(=O)(=O)N(C)CC(=O)N2CCOCC2)cc1	8%	0%	-1%	32%	2%	-8%	17%	24%	.

Compounds listed so far with a CF3 group, in the order listed:
SMILES	Pin1 inh	GLS inh	PGK inhibitor	RGS4 inh	TrxR1 inh	JMJD2A Tudor inh	HP1b chromo inh	ALOX12 inh	ERG Ets-DNA blk
CN1C[C@@H]2C(c3ccc(C(F)(F)F)cc3)C3(c4cccnc4)CC2(C3)[C@H]1c1ccccc1 (some centres undefined)	0%	5%	0%	13%	11%[57.1 µM]	?	-12%	?	8%
COc1cccc(-c2nnc(-c3ccccc3NC(=O)c3cccc(C(F)(F)F)c3)o2)c1	-1%	2%	7%	21%	30%[11.4 µM]	-4%	17%	13%	-11%
